# Screens deposited in PubChem by several laboratories.
# VLA-4 inh: inhibition in a human VLA-4 binding assay; P13612; VLA-4 expressing cells, ligand binding flow cytometry; inhibition, % (about 7 µM as worked out from the volumes in the protocol); 0.2% of 330,000 active; AID 2557; in the data active = inhibition above about 50%
# Fh CTSL1 inh: blocks F. hepatica cathepsin L1 in PFM18AAP counter-screen. recombinant F. hepatica cathepsin L1, Z-Leu-Arg-MCA fluorescence. inhibition, % at 5.96 µM. 0.49% of 300,000 active;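 active = inhibition above the mean of all tested compounds plus 3 SD, set per screening campaign, cut at about 17% in these data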;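 note: 0% = plate median of test compound wells and 100% = 1 µM Z-Phe-Ala-diazomethylketone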
# core dimer inh: HCV core protein dimerization inhibition; 0.33% of 300,000 active; TR-FRET GST/Flag-core106 dimerization, 1536-well; inhibition, % at 5 µM; AID 1899;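 active = inhibition above the mean of all tested compounds plus 3 SD, set per screening campaign, cut at about 45% in these data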
#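 Assay system – GST-tagged and Flag-tagged HCV core protein residues 1-106 · Quantity – core106 proteins, GST 13.5 nM and Flag 17 nM · Benchmarks – unlabelled core106 and no-GST-core106 wells · Read-out basis – percent inhibition of core106 dimerization signal · Detection – time-resolved FRET, ex 340 nm, em 617 and 671 nm · Schedule – 4 h at 22.5 °C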
# GASC-1 inh: human JMJD2C demethylase inhibition; GST-JMJD2C(1-420) H3K9me3 demethylation, DELFIA europium; inhibition, % at 2.35 µM; 0.069% of 330,000 active; AID 2099;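 active = more than half of a compound's replicate wells show inhibition beyond 50%, single wells judged on their own value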;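 note: signal counts dimethyl H3K9 product captured on neutravidin plate; 0% = median of DMSO wells and 100% = 0.3 times that DMSO median; strong numbers were not always called active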
# GRK2 inh: human GRK2 inhibition via aptamer displacement; bead flow cytometry, FAM-aptamer displacement from GRK2; inhibition of aptamer binding, % at 10 µM; 0.59% of 330,000 active;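 active = inhibition of aptamer binding above 40%, roughly 3 SD of noise, on plates passing a quality check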;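 note: median bead fluorescence of bound FAM aptamer so fluorescent compounds give negative values; no value below 0 was filed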
# procasp7 counter: activates human procaspase-7, counter-screen for procaspase-3 activators | recombinant procaspase-7, Ac-DEVD-pNA absorbance 405 nm; D23A/D198A/D206A triple mutant, cannot self-cleave; scale: DMSO 0, 5 µM enzyme 100 | AID 463210 | 0.093% of 330,000 active | activation, % at 8.5 µM;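 active = percent activation above the screen-wide mean plus 3 SD, cut at about 25% in these data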
# Target sequence (P55210 whole entry D23A/D198A/D206A): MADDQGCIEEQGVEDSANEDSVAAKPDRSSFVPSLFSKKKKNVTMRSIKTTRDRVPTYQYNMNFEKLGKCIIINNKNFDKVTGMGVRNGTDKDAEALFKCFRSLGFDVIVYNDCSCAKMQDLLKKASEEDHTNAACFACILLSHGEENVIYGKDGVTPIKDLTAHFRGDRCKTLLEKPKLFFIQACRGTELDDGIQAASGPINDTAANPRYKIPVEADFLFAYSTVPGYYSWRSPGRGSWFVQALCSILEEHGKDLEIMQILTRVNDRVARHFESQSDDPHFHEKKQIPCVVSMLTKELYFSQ
#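 Material: Procaspase-7 triple mutant (PC-7 D3A) | Quantity: 2 µM procaspase-7 mutant as dispensed | Reagent: DEVD-pNA substrate | Times: 1 h preincubation, 2 h reaction | Technique: 405 nm absorbance of p-nitroaniline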
# PP1 inh: counter-screen for PP5 inhibitors: inhibitors of human PP1-alpha | P62136 | purified PP1alpha, OMFP fluorescence | inhibition, % at 6.7 µM | 0.9% of 320,000 active | AID 2235;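 active = inhibition above the mean inhibition of all tested compounds plus 3 SD, computed separately for each screening campaign, cut at about 15% in these data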
# Target sequence (P62136 whole entry, looked up): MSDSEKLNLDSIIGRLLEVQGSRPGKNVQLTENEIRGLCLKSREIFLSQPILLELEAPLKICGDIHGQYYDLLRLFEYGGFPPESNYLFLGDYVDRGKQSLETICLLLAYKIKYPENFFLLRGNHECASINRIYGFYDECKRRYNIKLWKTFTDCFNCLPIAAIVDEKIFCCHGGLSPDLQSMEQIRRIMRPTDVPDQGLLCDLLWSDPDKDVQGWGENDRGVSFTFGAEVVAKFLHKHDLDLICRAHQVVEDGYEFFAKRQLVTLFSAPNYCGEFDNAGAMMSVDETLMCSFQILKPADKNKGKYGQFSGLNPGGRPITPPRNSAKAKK
# PP5 inh: inhibitors of human protein phosphatase 5 (PP5); P53041; purified PP5c, OMFP substrate fluorescence; inhibition, % at 6.7 µM; 0.18% of 320,000 active;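 active = inhibition above the campaign's mean inhibition across all tested compounds plus 3 SD, cut at about 9.5% in these data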;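 note: 0% = DMSO only and 100% = 100 µM cantharidin control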
# proCasp3 act: procaspase-3 (human) activation; P42574; recombinant procaspase-3 D3A, Ac-DEVD-pNA absorbance 405 nm; activation, % at 8.5 µM; 0.11% of 330,000 active;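 active = activation above the mean of all tested compounds plus 3 SD, cut at about 21% in these data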;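 note: 0% = DMSO alone and 100% = DMSO wells spiked with extra 5 µM PC-3 D3A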
# Target sequence (P42574 whole entry D9A/D28A/D175A): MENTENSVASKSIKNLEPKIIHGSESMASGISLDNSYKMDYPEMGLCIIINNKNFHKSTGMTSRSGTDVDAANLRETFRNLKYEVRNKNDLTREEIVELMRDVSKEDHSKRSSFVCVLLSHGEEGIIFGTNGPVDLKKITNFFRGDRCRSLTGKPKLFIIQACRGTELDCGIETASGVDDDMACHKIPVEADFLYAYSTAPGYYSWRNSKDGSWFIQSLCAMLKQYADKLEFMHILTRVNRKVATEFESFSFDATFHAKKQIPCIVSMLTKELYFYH
#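 Assay system – Procaspase-3 D3A mutant · Benchmarks – DMSO low control, extra-enzyme high control · Technique – 405 nm absorbance of p-nitroaniline, reads at 0 and 120 min · Doses – 8.5 µM nominal · Measure – % activation between DMSO and enzyme-spiked controls · Also added – Ac-DEVD-pNA chromogenic peptide substrate · Schedule – 1 h compound preincubation, 2 h substrate hydrolysis at 25 °C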
# * marks the source's active call; other numbers are inactive results; i = inactive; · = no result given.
SMILES,VLA-4 inh,Fh CTSL1 inh,core dimer inh,GASC-1 inh,GRK2 inh,procasp7 counter,PP1 inh,PP5 inh,proCasp3 act
C=CCN(C(=O)c1csnn1)C(C(=O)NCc1ccc(F)cc1)c1ccccc1 (configuration not stated),8.1,-1.6,1.4,2.6,1.0,6.3,-1.4,3.1,-3.5
O=C(C1=COCCO1)N(Cc1nnc(-c2ccccc2Cl)o1)C1CC1,1.2,·,·,7.9,1.0,15.8,-3.3,-0.6,-5.0
O=C(NNC(=O)c1ccc2ccccc2c1)Nc1ccc(F)cc1,13.5,2.1,-1.2,8.2,0.0,-0.2,-2.1,-2.7,-8.9
CCCCN(CC)C(=O)c1ccc(Cl)cc1,-8.9,-1.9,0.0,6.6,1.0,4.1,-0.1,1.2,0.1
O=C(Cn1ncc(N2CCOCC2)c(Cl)c1=O)c1ccc(Cl)cc1,13.1,1.6,4.2,-0.8,3.0,6.2,-3.3,-2.7,-2.2
CC(C)C(NC(=O)CCNC(=O)c1ccc([N+](=O)[O-])cc1)c1nc2ccccc2[nH]1 (configuration not stated),3.6,·,·,-1.7,2.0,-6.3,-1.9,1.0,-0.5
NC(=O)C1(N2CCCCC2)CCN(CC(=O)Nc2ccccc2Sc2ccccc2)CC1,2.2,5.7,2.1,-1.8,0.0,6.8,-2.1,2.0,3.8
CCNc1nnc(SCC(=O)c2c(N)n(C3CC3)c(=O)[nH]c2=O)s1,0.0,·,·,-21.0,0.0,1.7,-0.5,1.1,4.0
Cc1ccnc(N2CCC(C(=O)Nc3nnc(C)s3)CC2)n1,7.3,-4.0,4.8,3.8,0.0,0.8,1.4,-0.7,-4.8
O=c1c2c([nH]c3ccccc13)CCC2,2.7,1.0,-5.9,-12.2,2.0,0.8,-0.7,-0.3,-5.3
O=C(CN1CCN(C(c2ccccc2)c2ccccc2)CC1)NC(=O)NCc1ccco1,5.6,-3.0,7.9,-11.9,0.0,11.3,2.2,1.8,-2.6
COc1ccc(-c2nnn(CC(=O)NCCc3c[nH]c4ccccc34)n2)cc1OC,-11.1,-1.6,-2.0,0.9,3.0,-11.6,-2.6,1.3,1.7
COC(=O)Cc1csc(Nc2ccccc2Cl)n1,18.8,4.3,2.1,-6.8,0.0,11.9,-2.5,2.1,7.2
Cn1cccc1C1CCCN1CC(=O)Nc1ccc(F)c(F)c1F (configuration not stated),1.4,·,·,-7.7,1.0,8.9,·,·,0.2
COc1ccc(N2CC(C(=O)N3CCN(Cc4ccc5c(c4)OCO5)CC3)CC2=O)cc1 (configuration not stated),-17.0,-1.6,-18.7,-5.8,0.0,-0.3,-1.6,0.0,5.1
CC1(OC(=O)C2CCCC2)C(=O)C=C2C=C(c3ccsc3)N(C3CCCC3)C=C2C1=O (configuration not stated),-4.0,2.0,16.1,11.0,6.0,-3.4,12.6,6.0,2.3
O=C(c1ccc(CN2CCc3ccccc3C2)cc1)N1CCN(c2ccccc2)CC1,46.5,1.1,7.9,-5.8,0.0,1.4,-1.8,4.2,-1.2
Nc1c(N(Cc2ccccc2)C(=O)CCc2ccccc2)c(=O)[nH]c(=O)n1Cc1ccccc1,-7.9,·,·,·,0.0,0.1,-1.6,1.7,3.0
CCCCNC(=S)NCc1ccc2[nH]c(C)cc2c1,-2.1,-1.0,-0.7,28.0,0.0,-0.9,-2.2,2.2,-2.7
CCOc1ccc(C(=O)N2CCc3ccccc32)cc1,1.9,-2.4,1.1,-3.3,0.0,12.5,4.0,-0.8,-0.7
CCCCN(CCCC)S(=O)(=O)c1ccc(NC(=O)CN2CCOCC2)cc1,-2.0,-6.4,0.2,-14.9,0.0,4.3,0.2,5.5,14.3
CCCCCC(=O)Nc1cccc(C2=NOC3(C2)C[C@@H](C(N)=O)N(C(=O)Cc2ccc([N+](=O)[O-])cc2)C3)c1 (some centres not stated),39.8,1.0,5.6,-0.9,4.0,8.2,-0.5,1.8,0.0
Cc1nnc(NC(=O)c2ccc(C)c(S(=O)(=O)N3CCCCCC3)c2)s1,-3.2,-6.4,-1.1,5.0,0.0,-5.5,-7.5,1.6,0.8
O=C(Cn1cnc(S(=O)(=O)N2CCCCC2)c1)Nc1ccc(OC(F)(F)F)cc1,4.0,1.5,-1.4,-32.5,0.0,4.9,-2.7,3.7,-1.6
CCCC(=O)NC1C2CC3CC(C2)CC1C3 (configuration not stated),-0.8,-1.9,-2.8,-8.7,4.0,7.1,3.0,-1.1,3.5
SMILES,VLA-4 inh,Fh CTSL1 inh,core dimer inh,GASC-1 inh,GRK2 inh,procasp7 counter,PP1 inh,PP5 inh,proCasp3 act
O=C1C2C3C=CC(C2C(=O)N1c1cccc(O)c1)C1C2C(=O)N(c4cccc(O)c4)C(=O)C2C31 (configuration not stated),-0.5,-2.8,7.7,-9.9,0.0,-0.1,-3.4,-0.6,2.1
C/C(=N\N1CCN(Cc2ccccc2)CC1)c1ccco1,10.5,-1.0,-16.8,5.4,1.0,-3.0,0.9,1.7,-10.5
CC(C)c1ccc(C2/C(=C(\O)c3ccc4c(c3)OCCO4)C(=O)C(=O)N2CCN2CCOCC2)cc1 (configuration not stated),7.7,2.5,-3.1,9.9,0.0,-17.3,3.0,0.6,-2.4
O=C(CSc1nnc(-c2ccc3c(c2)OCO3)n1-c1ccccc1)c1ccccc1,-12.2,3.3,4.2,-6.9,0.0,4.4,4.2,0.2,-11.0
COc1ccc(S(=O)(=O)Nc2ccccc2C(=O)Nc2nc(-c3ccc(F)cc3)cs2)cc1OC,0.0,3.1,22.7,16.6,0.0,3.2,10.7,4.0,-1.8
O=C1Cc2ccccc2C(=O)N1OCc1ccc(Cl)cc1Cl,-3.3,-2.5,8.6,42.1,0.0,-0.7,-6.8,0.1,-6.5
COc1ccc(/C=N/NC(N)=S)cc1,-4.5,6.4,1.6,3.4,2.0,8.9,-1.6,-0.9,5.9
[O-][N+]12CCCCC1CCCC2CO (configuration not stated),-17.7,-0.6,-2.0,4.3,1.0,2.5,-0.4,-2.9,2.7
Cc1ccc(-c2nn(-c3ccccc3)cc2C(=O)NCC2CCCO2)cc1 (configuration not stated),-0.6,5.6,0.9,i,1.0,5.7,-2.4,2.5,5.2
O=C(O)C(CCCCN1C(=O)C2C3C=CC(C3)C2C1=O)N1C(=O)C2C3C=CC(C3)C2C1=O (configuration not stated),7.0,-2.2,-2.0,7.0,2.0,0.0,-2.0,3.3,1.6
O=C(CN1C(=O)c2cccnc2Oc2ccc(Cl)cc21)N1CCCCCC1,-2.4,0.3,-6.3,5.2,1.0,6.0,-5.1,0.2,7.1
O=C(O)c1ccc(Cl)c(S(=O)(=O)Nc2ccc(S(=O)(=O)N3CCCC3)cc2)c1,26.5,·,·,0.9,4.0,-7.8,·,·,-4.5
COc1ccccc1N1CCN(C(=O)CSc2nc3ccccc3c(=O)n2CC2CCCO2)CC1 (configuration not stated),-14.8,6.7,3.9,-29.0,0.0,1.9,-6.9,1.6,-6.3
CCOC(=O)Cc1csc2nc(-c3ccccc3)nn12,16.7,-0.2,-2.3,-3.5,0.0,2.8,-0.7,-1.3,-0.7
CC(C)(C)c1nc2ccccc2c2nnc(SCC(=O)Nc3nc4ccccc4s3)n12,8.0,0.5,11.7,-4.2,1.0,4.6,-1.1,-0.1,4.1
COc1ccc(CC(=O)Oc2ccc(Br)cc2F)cc1S(=O)(=O)N1CCOCC1,10.5,-4.5,-1.4,5.0,1.0,8.1,-1.4,1.7,-5.7
Cn1c(=O)c2c(nc3sccn32)n(C)c1=O,-18.3,-3.4,0.0,4.5,0.0,14.4,-1.3,1.9,-0.7
CCCN1CCC(=NNc2ccc(C(=O)O)cc2)CC1,7.3,3.0,-3.5,0.8,0.0,-7.7,-3.6,1.3,-2.1
C=CCC(C)(NCc1ccccc1)c1ccccc1 (configuration not stated),-5.6,3.7,-5.3,33.4,0.0,10.9,-4.2,0.2,14.7
Nc1ccc2nc(-c3cccnc3)[nH]c2c1,-3.2,3.8,-19.5,-2.2,0.0,10.3,-3.1,-3.0,-0.9
CCOc1ccc(CCNc2nc3ccc(C)cc3n3cnnc23)cc1OCC,11.4,1.3,3.9,1.8,0.0,-6.0,1.0,-1.8,3.1
Clc1ccccc1Sc1ccc(-c2ccccn2)s1,-0.2,2.5,6.9,-1.5,0.0,-2.6,1.8,0.2,1.1

# Random excerpt: 3 entries already listed
SMILES,VLA-4 inh,Fh CTSL1 inh,core dimer inh,GASC-1 inh,GRK2 inh,procasp7 counter,PP1 inh,PP5 inh,proCasp3 act
C=CCC(C)(NCc1ccccc1)c1ccccc1 (configuration not stated),-5.6,3.7,-5.3,33.4,0.0,10.9,-4.2,0.2,14.7
CCCN1CCC(=NNc2ccc(C(=O)O)cc2)CC1,7.3,3.0,-3.5,0.8,0.0,-7.7,-3.6,1.3,-2.1
Nc1ccc2nc(-c3cccnc3)[nH]c2c1,-3.2,3.8,-19.5,-2.2,0.0,10.3,-3.1,-3.0,-0.9

# Another view of some results above:
Structure	VLA-4 inh	Fh CTSL1 inh	core dimer inh	GASC-1 inh	GRK2 inh	procasp7 counter	PP1 inh	PP5 inh	proCasp3 act
COc1ccccc1N1CCN(C(=O)CSc2nc3ccccc3c(=O)n2CC2CCCO2)CC1 (configuration not stated)	-14.8	6.7	3.9	-29.0	0.0	1.9	-6.9	1.6	-6.3
CCOC(=O)Cc1csc2nc(-c3ccccc3)nn12	16.7	-0.2	-2.3	-3.5	0.0	2.8	-0.7	-1.3	-0.7
CC(C)(C)c1nc2ccccc2c2nnc(SCC(=O)Nc3nc4ccccc4s3)n12	8.0	0.5	11.7	-4.2	1.0	4.6	-1.1	-0.1	4.1
COc1ccc(CC(=O)Oc2ccc(Br)cc2F)cc1S(=O)(=O)N1CCOCC1	10.5	-4.5	-1.4	5.0	1.0	8.1	-1.4	1.7	-5.7
Cn1c(=O)c2c(nc3sccn32)n(C)c1=O	-18.3	-3.4	0.0	4.5	0.0	14.4	-1.3	1.9	-0.7
CCCN1CCC(=NNc2ccc(C(=O)O)cc2)CC1	7.3	3.0	-3.5	0.8	0.0	-7.7	-3.6	1.3	-2.1
C=CCC(C)(NCc1ccccc1)c1ccccc1 (configuration not stated)	-5.6	3.7	-5.3	33.4	0.0	10.9	-4.2	0.2	14.7
